14-3-3g Raf: 14-3-3 gamma protein interaction modulation | FP, 14-3-3gamma / TMR-pS259-Raf peptide binding | AID 422 | inhibition, % at 40 µM | actives 0.19% (n = 160,000) | P61981; in the data active = inhibition above about 30%;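 note: 0% = protein plus tracer without compound and 100% = blank with tracer alone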
Target sequence (P61981 whole entry, looked up): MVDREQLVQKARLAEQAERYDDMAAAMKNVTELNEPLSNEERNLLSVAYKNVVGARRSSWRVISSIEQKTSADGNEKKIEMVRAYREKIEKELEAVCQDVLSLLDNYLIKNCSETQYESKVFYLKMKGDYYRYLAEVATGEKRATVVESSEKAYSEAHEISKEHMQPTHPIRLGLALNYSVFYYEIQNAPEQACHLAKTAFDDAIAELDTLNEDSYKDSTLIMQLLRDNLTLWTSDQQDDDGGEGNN
Numbers without * were called inactive; & = joins results of further samples. An excerpt. The share of hits here may be higher or lower than overall.

Structure | 14-3-3g Raf
CC(=O)c1cccc(NC(=O)CN(c2cccc([N+](=O)[O-])c2)S(=O)(=O)c2ccccc2)c1 | -1
CCOC(=O)c1c(C)oc(NC(=O)COc2ccc(Cl)cc2C)c1C#N | -17
COC(C)n1cc(Br)c(=O)[nH]c1=O (centres undefined) | -6
COC(=O)c1ccc2c(c1)C1C=CCC1C(c1ccc(Br)cc1)N2 (centres undefined) | -53
Fc1ccc(-c2nnc(-c3ccco3)o2)cc1 | 7
Cc1c(CCO)c(=O)oc2n[nH]c(-c3ccccc3)c12 | -3
O=C(CCS(=O)(=O)c1ccc(Br)cc1)N1CC(=O)N(CCc2ccccc2)C(=O)C1 | -3
C=CCNC(=O)c1c[nH]c2ccc(S(=O)(=O)N(C)c3cccc(C)c3)cc2c1=O | 4
CC(=O)Nc1ccc(N2C(=O)c3ccc(Oc4cccc([N+](=O)[O-])c4)cc3C2=O)cc1 | -1
CCCOc1ccc(Cn2cnc3ccccc32)cc1 | 5
COCc1nc(-c2cc(OC)c(OC)c(OC)c2)no1 | 0
O=C(Nc1ccccc1C(F)(F)F)c1nn2c(c1Br)NC(c1ccc(Br)o1)CC2C(F)(F)F (centres undefined) | -124
CC(C)(C)C(=O)Nc1ccc(C(=O)Nc2ccc(Sc3ccc([N+](=O)[O-])cc3)cc2)cc1 | -10
COc1ccc(S(=O)(=O)N2CCSC2c2ccccc2Cl)cc1 (centres undefined) | 3
COc1ccc2nc3sc(C(=O)N4CCCC(C)C4)cc3cc2c1 (centres undefined) | -2
N#Cc1nc(-c2cccs2)oc1NCc1ccccc1 | 2
COc1ccc(NC(=O)c2cnc3n(c2=O)CCS3)cc1 | -6
Cc1cc(OC(=O)c2ccccc2)n(CCC#N)n1 | -6
CC(C)COC(=O)C(C#N)c1nc2ccccc2nc1N1CCN(Cc2ccc3c(c2)OCO3)CC1 (centres undefined) | -3
COc1cc(S(=O)(=O)N2CCN(Cc3ccccc3)CC2)ccc1Br | 4
Cc1cccc(N(CC(=O)NC2CCCCC2)C(=O)CCC(=O)Nc2cc(C)ccn2)c1 | -3
CCOc1ccccc1C(=O)Nc1cc(=O)n(C)c(=O)n1C | -3
COc1ccc(S(=O)(=O)NCCSC(C)(C)C)cc1Cl | 5
COc1ccc(S(=O)(=O)n2nc(OC(=O)c3ccccc3Br)cc2N)cc1 | -5
CC(C)C1C2CCC(C2)C1N (centres undefined) | -9

Structure | 14-3-3g Raf
Cc1ccccc1CS(=O)(=O)CCC(=O)NCCN1CCOCC1 | 13
Cc1ccc(Cl)cc1NC(=O)c1ccc(N2CC3CC(C2)c2cccc(=O)n2C3)c([N+](=O)[O-])c1 (centres undefined) | -15
O=C(O)C1CSC(c2ccccc2F)N1 (centres undefined) | -6
O=C1c2ccccc2C(=O)c2c1oc1c3c(ccc21)OCN(C1CCCCC1)C3 | 17
NC(=O)Cn1c(SCCOc2ccc(Cl)cc2)nc2ccccc21 | -1
O=C(c1ccc(Cl)cc1)c1ccc(OCC(=O)N2CCOCC2)cc1 | -3
COc1ccc(NC(=O)c2cc3c(n(-c4ccc(Cl)cc4)c2=O)CC(C)(C)CC3=O)c(OC)c1 | 2
CC(=O)OC(C(=O)NC1CCCCC1)c1ccncc1 (centres undefined) | -2
O=C(COC(=O)c1ccc2c(c1)C1C=CCC1C(c1ccc(Br)cc1)N2)c1ccc([N+](=O)[O-])cc1 (centres undefined) | -51
COc1ccc(CNC(=O)c2cc(C3CC3)on2)cc1 | -6
O=C1C=CC(=O)N1c1ccc(Oc2ccc(Oc3ccc(N4C(=O)C=CC4=O)cc3)cc2)cc1 | -1
COC(=O)CN1C(=O)Nc2ccc(Br)cc2C1c1ccccc1 (centres undefined) | -16
O=C1CC(N2CCOCC2)C(=O)N1c1cc(Cl)cc(Cl)c1 (centres undefined) | -21
CN(C(=O)c1ccncc1)c1nnc(-c2ccncc2)s1 | -4
COc1cccc(-n2ccnc2SCC(=O)Nc2nc3ccccc3s2)c1 | -7
Cn1c(Cc2ccccc2)nnc1SCC(=O)c1ccc(Br)s1 | -5
C=CCOc1ccc(C=Nc2ccc(OC)cc2)c(OCC=C)c1 | -6
COc1ccc(OC)c(NC(=O)Nc2ccccc2C)c1 | -5
CCOC(=O)C1CCN(C(=O)c2sc3nc(-c4ccc(F)cc4)cn3c2C)CC1 | 0
CCCCc1c(O)nc(SCC(=O)N2CCOCC2)[nH]c1=O | -3&8
COc1ccc(C(=O)Nc2cccc(C(=O)N3CCN(C)CC3)c2)cc1 | 9
Cc1ccc(S(=O)(=O)n2nc(OC(=O)c3cccc(F)c3)cc2N)cc1 | 3
Cc1[nH]c2ccccc2c1C(=O)CN1CCCCC1C (centres undefined) | -14
COc1ccc(NC(=O)CSc2nc3[nH]ncc3c(=O)n2-c2ccc(Br)cc2)c(OC)c1 | -7
O=C(CSc1nc(-c2cccs2)cc(C(F)(F)F)n1)N1CCOCC1 | 0

Structure | 14-3-3g Raf
Cc1onc(-c2ccccc2Cl)c1C(=O)N1CCN(c2ccc([N+](=O)[O-])cc2)CC1 | -3
Cc1nc2c(C(=O)NC3CCCC(C)C3C)cnn2c(C)c1Cc1ccccc1 (centres undefined) | 6
O=C(O)c1ccc(S(=O)(=O)c2ccccc2)cc1 | -10
CCc1oc2cc(OC(C)C)ccc2c(=O)c1-c1ccc2c(c1)OCCO2 | 0
CC(C)(C)C1CCc2c(sc(NC(=O)c3ccccc3)c2C(=O)NCc2ccco2)C1 (centres undefined) | 4
COc1ccc(C(=O)N2CC(C)CC(C)C2)cc1OC (centres undefined) | -6
COc1ccc(CCC(=O)N2CCN(C3CCCCC3)CC2)cc1 | 6
CCC1(CC)Cc2ccccc2C(N2CCOCC2)=N1 | -5
O=C(Nc1ccccc1I)c1c(O)c2ccccc2[nH]c1=O | 2
O=C(Nc1ccccc1Cl)NC1(C(=O)NCCCN2CCOCC2)CCCCC1 | -6
Nc1nc(N2CCCCC2)nc2ccccc12 | -10
CC(C)(C)C(=O)CN1CCCN(S(=O)(=O)c2ccc(F)cc2)CC1 | -2
Cc1ccc(SCC(=O)N2CCOCC2)cc1 | 12
O=C(CSc1nc2ccsc2c(=O)n1CCc1ccc(Cl)cc1)c1ccccc1 | -3
Cn1c(C(=O)O)c(CC(=O)N2CCCC2)c2ccccc21 | -5
CC(C)CNC(=O)c1cc(-c2cccc(Br)c2)nc2ccccc12 | -15
CC(C)(C)C(=O)Nc1ncnc2sc3c(c12)CCCC3 | -45
O=C(NCc1ccccn1)c1nnc(Cc2ccc(Cl)cc2)o1 | 4
CCOc1ccc(-n2c(SCC(=O)N3CCc4ccccc43)nc3c([nH]c4ccccc43)c2=O)cc1 | 4
CCCCCCSc1nnc2c(n1)OC(c1ccsc1)Nc1ccccc1-2 (centres undefined) | -36
O=C(NCc1ccc(Cl)cc1)c1ccc(N2CC3CC(C2)c2cccc(=O)n2C3)c(NS(=O)(=O)c2ccc(F)cc2)c1 (centres undefined) | 1
O=C(Nc1cccc(F)c1)c1cc2c(=O)n3ccccc3nc2s1 | -6
CC1CCN(C(=O)CN2C(=O)c3ccccc3C2=O)CC1 | 4
COc1ccc(CCC(=O)Nc2ccc(-c3noc(Cc4ccc([N+](=O)[O-])cc4)n3)cc2)cc1 | -19
COc1ccccc1Oc1coc2cc(OC(=O)N3CCOCC3)ccc2c1=O | -9

Structure | 14-3-3g Raf
CCCCc1nc2sc3c(N4CCCCC4)ncnc3c2c2c1COC(C)(C)C2 | 1
CCCOC(=O)c1ccc(NC(=O)c2ccc(F)cc2)cc1 | -2
CCN(CC)C(=O)CN(c1cc(C(F)(F)F)ccc1Cl)S(C)(=O)=O | -7
COc1ccc2cc3cc(C(=O)NCC4(c5ccccc5)CCCC4)sc3nc2c1 | 5
CCOc1cccc(C2C(C(=O)c3ccc(C)o3)=C(O)C(=O)N2Cc2ccncc2)c1 (centres undefined) | 4
COc1ccc(S(=O)(=O)CCC(=O)Nc2cc(Cl)ccc2OC)cc1 | 2
COc1ccc(S(=O)(=O)NC(CC(=O)N2CCCCC2)c2ccco2)cc1 (centres undefined) | -2
O=C(NCc1ccco1)c1ccc(N2CC3CC(C2)c2cccc(=O)n2C3)c(NC(=O)c2cccs2)c1 (centres undefined) | 0
CCN(CC)C(=O)COc1ccc(CC(=O)O)cc1OC | -9
O=C(O)c1[nH]c2ccccc2c1CC(=O)N1CCN(c2ccc([N+](=O)[O-])cc2)CC1 | 7
CCCCSc1oc(-c2cccs2)nc1S(=O)(=O)c1ccccc1 | -67
CCOC(=O)c1cc2occc2n1CC(=O)N1CCOCC1 | -8
CCCn1c(=NC(=O)c2ccc3c(c2)OCO3)c(C#N)cc2c(=O)n3cccc(C)c3nc21 | -11
CSc1ccc(S(=O)(=O)NCc2ccc(Cl)cc2)cc1 | -3
Nc1ccc(CN2CCN(c3ccc4ccccc4n3)CC2)cc1 | 0
Fc1ccccc1CSc1nc(NCc2ccco2)c2ccccc2n1 | -10
O=C(Cc1ccc(Cl)c(Cl)c1)OCC(=O)c1ccc[nH]1 | -17
O=C(Nc1ccc(N2CCN(C(=O)c3ccc(Cl)cc3)CC2)cc1)c1cccnc1 | -10
COc1ccc(OC)c(S(=O)(=O)N(C)CC(=O)N2CCN(c3cccc(Cl)c3)CC2)c1 | -5
COC(=O)CCSCC(=O)Nc1nnc(C)s1 | 2
Cc1nc2c(cnn2-c2ccccc2)c(=O)n1-c1ccccc1Br | 3
CCOCCCNC(=O)C1CCCN1S(=O)(=O)c1ccc(Cl)cc1 (centres undefined) | -2
CCOc1cc(C2Nc3ccccc3-c3nnc(SC)nc3O2)ccc1O (centres undefined) | -11
O=C(Nc1cccc(F)c1)c1ccncc1 | -1
COc1ccc(C)cc1-n1nnnc1SCc1cc(=O)n2cc(C)ccc2n1 | -6

Structure | 14-3-3g Raf
Cc1cc(N(C)C)nc(SC(C)C)n1 | -2
CCOC(=O)c1c(NC(C)=O)sc2c(OC)cccc12 | 2
COc1cc2nc(SCc3cc(=O)n4cc(Br)ccc4n3)n(CCc3ccc(Cl)cc3)c(=O)c2cc1OC | -2
CC(=O)Nc1ccc(N2C(=O)CC(N3CCCCCC3)C2=O)cc1 (centres undefined) | -4
CCOc1cc(C)c(C(C)C)cc1S(=O)(=O)N1CC(C)OC(C)C1 (centres undefined) | -2
COc1ccc(NC(=O)C2(N3C(=O)CC3c3ccc(OC(C)C)cc3)CCCCC2)cc1 (centres undefined) | 3
CCOc1ncccc1C(=O)Nc1ccc2cccc([N+](=O)[O-])c2c1 | -12
CCSc1nnc2c(n1)OC(c1cccn1C)N(C(=O)CC)c1ccccc1-2 (centres undefined) | 1
O=c1ccc2ccc(O)c(O)c2o1 | 6&-6
CSc1nc(-c2cccs2)nc2c1c(=O)n(C)c(=O)n2C | -1
COc1ccc(C2C(C(=O)OC(C)C)=C(C)Nc3ncnn32)cc1[N+](=O)[O-] (centres undefined) | -6
Cc1nc(SCc2ccccc2Cl)c(C#N)c(C)c1C | -4
COC(=O)c1ccccc1NS(=O)(=O)c1ccc(S(N)(=O)=O)cc1 | -2
CCCCn1c(SCc2ccc(Cl)cc2)nc2c1c(=O)[nH]c(=O)n2C | -5
COc1ccc2nc(Cl)c(C3CC(c4ccccc4)=NN3C(=O)CCCC(=O)O)cc2c1 (centres undefined) | -15
O=C(Cn1c(=O)n(C2CCCCC2)c(=O)c2ccccc21)NCC1CCCO1 (centres undefined) | 4
CCc1ccc(-n2nc3ccc(NC(=O)COc4ccc(OC)cc4)cc3n2)cc1 | -11
COc1ccccc1NC(=O)Cn1c(=O)n(-c2cccc(C(F)(F)F)c2)c(=O)c2sccc21 | -6
CCCCc1c(C)c2ccc(OCC(=O)c3ccccc3)cc2oc1=O | -10
COc1cccc(Oc2cnc(N)nc2-c2ccc(OC)cc2O)c1 | 7
CCOc1ccc(C2C(C(=O)OCC(C)C)=C(C)N=C3SCCC(=O)N32)cc1 (centres undefined) | -3
Cc1sc2c(c1C)c(=O)n(-c1ccccc1)c(=O)n2Cc1cccnc1 | 2
Cn1c(=O)c2c(nc3n(-c4cccc(Cl)c4)c(-c4ccc(Cl)cc4)cn23)n(C)c1=O | -9
CCCCCC(=O)Nc1cc2nn(-c3ccc(Cl)cc3)nc2cc1C | -12
Oc1ccc(Br)cc1-c1nc2ccccn2c1NC1CCCC1 | -1

Part of the list above in a different format.
CCOc1ncccc1C(=O)Nc1ccc2cccc([N+](=O)[O-])c2c1
  14-3-3g Raf = -12
CCSc1nnc2c(n1)OC(c1cccn1C)N(C(=O)CC)c1ccccc1-2 (centres undefined)
  14-3-3g Raf = 1
O=c1ccc2ccc(O)c(O)c2o1
  14-3-3g Raf = 6&-6
CSc1nc(-c2cccs2)nc2c1c(=O)n(C)c(=O)n2C
  14-3-3g Raf = -1

Continuation.
Structure | 14-3-3g Raf
CC(C)CCOc1ccc(C(CC(N)=O)C(=O)O)cc1 (centres undefined) | -9
COCCNc1nc(SCC(=O)Nc2cccc(C(F)(F)F)c2)nc2ccccc12 | -5
COCCNC(=O)c1ccc2c(c1)N(Cc1ccccc1C)C(=O)c1ccccc1S2 | 0
O=c1oc(-c2ccccc2Cl)nc2sc3c(c12)CCC3 | -12
COc1ccc(C2CC(C(F)(F)F)n3nc(C(=O)NCc4cccs4)c(Cl)c3N2)cc1OC (centres undefined) | 14
O=C(C1CCCCC1)N1CCN(C2c3ccccc3-c3ccccc32)CC1 | -4

Rewritten with the structure last: part of the list above
14-3-3g Raf	structure
-11	CCOc1cc(C2Nc3ccccc3-c3nnc(SC)nc3O2)ccc1O (centres undefined)
9	COc1ccc(C(=O)Nc2cccc(C(=O)N3CCN(C)CC3)c2)cc1
-1	O=C(Nc1cccc(F)c1)c1ccncc1

Compound activity as filed in PubChem.
